# Source: PubChem (National Center for Advancing Translational Sciences (NCATS))
# RORg inh = inhibitors of mouse ROR gamma transcriptional activity; P51450; Drosophila S2 Gal4-RORgamma UAS-luciferase reporter, 20 h; Potency, µM (doses to about 53.6 µM), for the others: at the highest dose activity change, negative = inhibition, hits mostly inhibitors; 5.4% of 310,000 active; also: % is scaled to controls: 0 for no effect and ±100 for the full control effect; nearly all actives have a fitted effect of over 60% in size
# Target sequence (P51450 whole entry, looked up, the tested form may be a part): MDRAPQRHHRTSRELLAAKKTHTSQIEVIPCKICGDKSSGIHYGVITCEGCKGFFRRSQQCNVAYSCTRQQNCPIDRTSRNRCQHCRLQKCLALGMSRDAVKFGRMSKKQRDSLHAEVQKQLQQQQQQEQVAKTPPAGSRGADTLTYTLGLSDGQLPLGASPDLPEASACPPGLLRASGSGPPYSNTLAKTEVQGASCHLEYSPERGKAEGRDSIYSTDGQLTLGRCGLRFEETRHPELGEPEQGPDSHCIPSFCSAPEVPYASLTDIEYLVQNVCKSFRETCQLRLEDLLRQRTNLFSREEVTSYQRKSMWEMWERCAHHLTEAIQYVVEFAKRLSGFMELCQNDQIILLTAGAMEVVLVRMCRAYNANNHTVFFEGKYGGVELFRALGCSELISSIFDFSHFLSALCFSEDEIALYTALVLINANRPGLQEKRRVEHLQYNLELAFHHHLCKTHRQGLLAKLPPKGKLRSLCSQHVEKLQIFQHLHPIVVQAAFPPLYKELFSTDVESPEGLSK
#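 Compounds are pin-transferred onto Drosophila Schneider cells expressing a copper-inducible Gal4–ROR gamma transactivation domain fusion. After 1 hr, copper sulfate is added to 700 uM final; luciferase is read 20 hr later.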
# p53 reactivator = restores transcriptional activity of mutant p53; AID 504706; 0.063% of 320,000 active; Potency, µM (doses to about 92.2 µM), for inactives: at the top dose activity change, positive = activation, most hits filed as activators; H1299 p53-A138V BP100-luciferase reporter, luminescence, 24 h; also: % of control where 0% means no effect; nearly all actives have a fitted effect of over 45% in size
#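 p53-null H1299 cells stably carrying temperature-sensitive p53-A138V and a BP100-luciferase reporter were pinned with compounds (4-point, 1:5 series) and held 24 hrs at 37 deg C. Luminescence was read 10 min after detection reagent.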
# MBNL1-CUG inh = inhibitors of human MBNL1 binding to CUG repeat RNA | TR-FRET MBNL1-His/biotin-(CUG)12 binding, 665/545 ratio | Q9NR56 | AID 2675 | Potency, µM (top dose mostly 57.5 µM), inactives show at the top dose activity change, negative = inhibition, most hits filed as inhibitors | 0.036% of 280,000 active; active = well fitted inhibition curve with a large enough effect in the signal ratio, with a control signal flat, not every such curve was filed as active; inconclusive = small, poorly fitted or top-dose-only effect, or effect the other way, or a change in a side signal; inactive = no such curve, though single readings can be large or run the other way; the % refers to the signal ratio; also: % is scaled to controls: 0 for no effect and ±100 for the full control effect
# Target sequence (Q9NR56 whole entry, looked up): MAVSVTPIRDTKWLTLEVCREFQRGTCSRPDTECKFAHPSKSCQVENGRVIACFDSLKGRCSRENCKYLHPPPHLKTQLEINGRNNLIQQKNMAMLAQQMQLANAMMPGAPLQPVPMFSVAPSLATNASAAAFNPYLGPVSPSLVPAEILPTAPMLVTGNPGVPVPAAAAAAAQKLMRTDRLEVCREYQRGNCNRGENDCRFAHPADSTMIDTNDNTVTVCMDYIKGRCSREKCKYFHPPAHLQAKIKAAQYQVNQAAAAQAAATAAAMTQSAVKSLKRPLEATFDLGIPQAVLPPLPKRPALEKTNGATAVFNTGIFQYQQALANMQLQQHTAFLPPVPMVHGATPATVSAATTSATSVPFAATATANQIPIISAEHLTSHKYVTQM
#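 Compound titration spanned 92 nM–58 uM against the MBNL1-His/biotin-(CUG)12 complex. After 60 min at room temperature with 5 nM streptavidin-XL665 and 0.055 ng/ul terbium anti-His, ratiometric 665/545 nm emission (Ex 340 nm) normalized to controls.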
# ELG1 genotoxic = inducers of genotoxicity in HEK293T ELG1-luciferase cells. HEK293T ELG1-luciferase reporter, luminescence, 16 h. Potency, µM (series often up to 46 µM), for the others: top-dose activity change, positive = activation, most hits filed as activators. 1.3% of 330,000 active; also: % of control where 0% means no effect; nearly all actives have a fitted effect of over 60% in size
#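 Luminescence read-out: rising ELG1-luciferase signal, reflecting elevated ELG1 protein under genetic stress, flags genotoxic compounds. Cells were treated for 16 hr at 37 °C before ONE-Glo detection.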
# uPA generation = blocks generation of uPA at the cell surface | cell surface uPA generation assay, qHTS | Potency, µM (titrated, usually from 38.3 µM), without a hit: at the top dose activity change, negative = inhibition, most hits filed as inhibitors | 0.31% of 330,000 active; active = well fitted inhibition curve with a large enough effect; inconclusive = small, poorly fitted or top-dose-only effect; inactive = no such curve, though single readings can be large or run the other way; tested in mouse RAW 264.7 cells; also: % is scaled to controls: 0 for no effect and ±100 for the full control effect; nearly all actives have a fitted effect of over 55% in size
# FLuc modulator = counter-screen for miR-21 project: firefly luciferase inhibitors or activators; purified FLuc, Km substrates, luminescence inhibition; Potency, µM (series often up to 57.5 µM), without a hit: top-dose activity change, negative = inhibition, hits mostly inhibitors; 6.9% of 360,000 active; AID 588342;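 also: plate controls were vehicle for no effect and reference inhibitor for full effect; nearly all actives have a fitted effect of over 55% in size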
#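 Purified P. pyralis luciferase (10nM final) with 10uM D-luciferin and 10uM ATP (Km levels) in 50mM Tris acetate pH 7.5, 10mM Mg acetate, 0.01% Tween-20, 0.05% BSA; qHTS 6-point titration, ~60 µM downward; luminescence read.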
# NPC1 promoter act = activates the NPC1 promoter; Huh7 NPC1 promoter luciferase reporter, 24 h; Potency, µM (top dose mostly 9.22 µM), without a hit: at the highest dose activation, hits mostly activators; 2.4% of 320,000 active; AID 485313;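 also: % of control where 0% means no effect; nearly all actives have a fitted effect of over 60% in size; reporter is driven by a mutant NPC1 promoter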
#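 Luminescence from an NPC1 promoter-driven luciferase reporter in stably transfected Huh7 cells was measured after 24 h compound treatment at 37 °C, followed by 10 min ambient incubation with luciferase detection reagent.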
# VP16 counter = Gal4-VP16 reporter inhibition counter-screen. Potency, µM (highest dose often 53.6 µM), inactives show top-dose activity, negative = inhibition, usual class: inhibitors. AID 2546. Drosophila S2 Gal4-VP16 UAS-luciferase, luminescence, 20 h. 3.5% of 310,000 active;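 also: Gal4-VP16 expression switched on by copper sulfate through the metallothionein promoter; % is scaled to controls: 0 for no effect and ±100 for the full control effect; nearly all actives have a fitted effect of over 50% in size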
# BRCA1 expr act = activators of BRCA1 expression | MCF7-BRCA1-FFLuc reporter, luminescence, 48 h; response scale: scaled: vehicle 0%, 10 µM genistein 100% | Potency, µM (titrated, usually from 46.1 µM), for the others: top-dose activation, hits mostly activators | 1.1% of 380,000 active; also: nearly all actives have a fitted effect of over 80% in size; some results filed as inactive show a strong effect at the top dose
#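 Using MCF7 cells harboring a BRCA1 firefly luciferase reporter, plated 2 h before compound pinning, the screen measured luminescence after 48 h incubation. Responses were normalized to DMSO and 10 microM genistein, then fitted for concentration-effect.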
# Rab9 promoter act = Rab9 promoter activation. Huh7 Rab9 promoter-luciferase reporter, luminescence, 24 h. 2.8% of 320,000 active. Potency, µM (titrated, usually from 9.22 µM), for the others: at the highest dose activation, negative = inhibition, actives largely listed as activators. AID 485297; also: % of control where 0% means no effect; nearly all actives have a fitted effect of over 60% in size
#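 Luminescence from Amplite-detected luciferase (10 minutes, ambient) reports Rab9 promoter activation. Before that, stable Rab9-luciferase Huh7 cells (1500/well, reduced-serum OP-MEM I plus 10% FBS) were exposed to compound for 24 hours at 37C.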
# * marks the source's active call; other numbers are inactive results; ? = inconclusive; . = no result given; [ ] = remark or other dose. Unless noted, calls follow the shape of the dose curve; as a rule, active = well fitted curve in the direction sought with a large enough effect; inconclusive = small, poorly fitted or top-dose-only effect, or another doubt; inactive = no such curve, though single readings can be large; an effect the other way counts as inactive or inconclusive. Potency is read from the fitted curve at half-maximal effect.
SMILES,RORg inh,p53 reactivator,MBNL1-CUG inh,ELG1 genotoxic,uPA generation,FLuc modulator,NPC1 promoter act,VP16 counter,BRCA1 expr act,Rab9 promoter act
Cc1cc(/C=N/n2cnnc2)c(C)n1-c1cc(Cl)ccc1Cl,?,0%,3%,5%,-3%,-8%,-2%,1%,-27%,2%
N#CC(c1nc2ccccc2nc1OCCO)S(=O)(=O)c1ccccc1 (stereo unspecified),19%,-1%,.,-11%,4%,-2%,1%,2%,-16%,14%
CCc1ccc(NC(=O)c2ccccc2NC(=O)C2CCCO2)cc1 (stereo unspecified),?,?,-5%,12µM*,-11%,17µM*,3.5µM*,-1%,85%,3.5µM*
CCN(C(=O)CCS(=O)(=O)c1cc2c(cc1Cl)NC(=O)CO2)c1ccccc1,-2%,.,-13%,1%,5%,0%,1%,-4%,2%,3%
CCN(c1ccccc1)S(=O)(=O)c1ccc(C(=O)N(CCN(C)C)c2nc3c(F)cc(F)cc3s2)cc1,-41%,?,-2%,0%,.,-2%,-4%,-4%,.,4%
COc1ccc(-c2nc(C#N)c(NCc3ccco3)o2)cc1,22%,1%,6%,?,-29%,13µM*,?,-4%,8.9µM*,?
COc1ccccc1NCCC(=O)OCC(=O)NC1CCCC(C)C1C (stereo unspecified),-7%,-7%,0%,0%,7%,0%,0%,-4%,3%,0%
COc1cccc(N2CCN(C(=O)C3CCN(S(=O)(=O)c4ccc5c(c4)CC(C)N5C(C)=O)CC3)CC2)c1 (stereo unspecified),27%,-5%,-5%,-8%,?,3%,1%,4%,-7%,-8%
O=C(CCN1C(=O)c2ccccc2C1=O)NNC(=O)c1ccc(Cl)cc1Cl,7%,3%,.,0%,-3%,0%,0%,3%,-7%,-11%
COc1ccc(C(=O)O)cc1S(=O)(=O)Nc1ccc(Oc2ccccc2)cc1,.,3%,.,1%,14%,-2%,-2%,.,-21%,-2%
COc1ccc(NC(=O)CSc2n[nH]c(N)n2)c([N+](=O)[O-])c1,6%,-8%,?,0%,.,3%,-3%,-13%,9%,-1%
O=C1CC(c2ccccc2)n2nc(N3C(=O)CCC3=O)nc2N1 (stereo unspecified),-1%,-5%,-7%,1%,5%,-2%,1%,-4%,-3%,-2%
O=C(COC(=O)c1ccc(O)cc1)NCC1COc2ccccc2O1 (stereo unspecified),.,3%,.,-1%,0%,2%,-4%,.,-1%,0%
O=C1CCCN1CCC1CCCCN1Cc1nc(COc2ccccc2)no1 (stereo unspecified),4%,2%,5%,0%,-2%,0%,-2%,2%,29%,1%
Cc1c(CC(=O)N2CCN(C(=O)C3COc4ccccc4O3)CC2)c(=O)oc2cc(O)c(Cl)cc12 (stereo unspecified),-11%,-8%,42%[activator],-3%,2%,-6%,3%,-7%,-9%,-5%
O=C(c1cc(S(=O)(=O)N2CCOCC2)c(Cl)cc1Cl)N1CCCCC1,2%,-1%,7%,-6%,-6%,3%,3%,-4%,-2%,2%
COc1ccc(-c2nc3n(c(=O)c2C#N)CCS3)cc1OC,8%,2%,?,-1%,13%,0%,-4%,-6%,-13%,1%
N#CC1=C2SCCN2C(=O)C(C#N)C12CCCCC2 (stereo unspecified),-33%,-6%,-2%,1%,0%,5%,-2%,-6%,0%,6%
c1ccc(Cn2c(Sc3nnnn3-c3ccccc3)nnc2-c2ccccc2)cc1,-46%,-26%,0%,-29%,?,2%,0%,2%,2%,-7%
O=C(c1cccn2c(=O)c3cc4ccccc4cc3nc12)N1CCN(c2ccccc2)CC1,8%,18%,0%,10%,.,?,2%,3%,.,6%
CC(C)CCN1CCC(n2nccc2NC(=O)C2CCOC2)CC1 (stereo unspecified),-5%,14%,-5%,2%,-1%,-3%,0%,-2%,0%,2%
COc1cccc(C2c3[nH]c4ccccc4c3C[C@H]3C(=O)N(C)CC(=O)N23)c1 (stereo partly specified),7%,-2%,-13%,4%,7%,2%,-1%,-6%,-3%,6%
CN(O)/C=N/C(=S)Nc1ccc(Cl)cc1Cl,18µM*,19%,-4%,3%,-13%,?,-3%,1%,48%,-7%
COc1cc(/C=N/NC(=O)c2ccc(COc3cc(C)ccc3C(C)C)cc2)cc(OC)c1O,?,-14%,?,-4%,3%,-8%,23%,16µM*,-67%,22%
O=C(Nc1c2c(nn1-c1ccccc1)CS(=O)C2)c1ccc(S(=O)(=O)N2CCOCC2)cc1 (stereo unspecified),3%,17%,-1%,.,-19%,0%,0%,6%,-11%,2%

# Other results:
SMILES,RORg inh,p53 reactivator,MBNL1-CUG inh,ELG1 genotoxic,uPA generation,FLuc modulator,NPC1 promoter act,VP16 counter,BRCA1 expr act,Rab9 promoter act
CCOc1ccc(CCNC(=O)c2ccc3c(=O)n4c(nc3c2)CCCCC4)cc1,-17%,-3%,0%,-14%,-2%,-11%,-3%,2%,-24%,-1%
O=C1c2ccccc2C(O)(Cc2ccccc2)N1CCCN1CCOCC1 (stereo unspecified),5%,12%,2%,0%,7%,-1%,-1%,3%,-10%,-9%
O=C(CSc1nc2ccc([N+](=O)[O-])cc2[nH]1)NCCc1ccccc1,13%,1%,?,-8%,.,2%,1%,9%,-12%,-4%
Cc1cc2c(nn1)CCC/C2=N\O,-24%,13%,14%,5%,6%,-2%,-8%,0%,-6%,-8%
O=C(NCc1cccs1)c1ccccc1,-6%,2%,-15%,-3%,4%,-2%,-2%,-5%,18%,-3%
CC(C)n1ncc2c(C(=O)N3CCN(Cc4ccc(Cl)s4)CC3)cc(C3CC3)nc21,.,0%,.,-7%,1%,0%,-3%,.,-27%,-1%
CCC(=O)OC1(C)C(=O)C=C2C=C(CCCC(=O)OC)OC=C2C1=O (stereo unspecified),19%,.,.,.,15%,.,.,-4%,-9%,.
Cc1nn(-c2ccccc2)c(=O)c2ccccc12,16%,11%,-7%,4%,-2%,-9%,7%,14%,-13%,16%
Nc1ncnc(N2CCOCC2)c1N,8%,4%,-6%[11.5 µM],0%,-1%,2%,-3%,-7%,6%,-2%
CCn1c(C)nnc1SCC(=O)Nc1ccccc1Cl,-5%,25%,-4%,1%,0%,3%,1%,13%,-5%,4%
COC(=O)Cc1ccc(O)c(N)c1,-9%,-4%,-1%,0%,-2%,-17%,-1%,-15%,0%,-2%
CSCCC(NC(=O)c1ccccc1Br)C(=O)NCCCn1nc(C)cc1C (stereo unspecified),.,3%,.,1%,-4%,5%,-1%,.,4%,-2%
C=CCn1c(SCC(=O)N(C)C2CCS(=O)(=O)C2)nnc1-c1ccccc1 (stereo unspecified),.,0%,.,2%,1%,-1%,-1%,.,-6%,1%
CCc1ccc(NC(=O)N(C2CCC(C)CC2)C2CCN(C(C)=O)CC2)cc1 (stereo unspecified),32%,?,-1%,5%,-13%,?,13%,0%,38%,-6%
O=C(NCc1ccccc1)C12CN(Cc3ccccc3)CC1C(c1cccc([N+](=O)[O-])c1)=NO2 (stereo unspecified),21%,1%,18%,-7%,8%,2%,-3%,-7%,-27%,-1%
Cc1c(NC(=O)OCCNC(=O)COc2ccc(Cl)cc2Cl)sc(=S)n1C,14%,-1%,?,-1%,-4%,?,-3%,-7%,-14%,-6%
CCOc1cc(N2CCOCC2)c(OCC)cc1NC(=O)c1ccc(S(C)(=O)=O)cc1,12%,-2%,13%,9%,-5%,-2%,0%,-1%[10 µM],-26%,-3%
COc1ccc(C(=O)c2oc3ccccc3c2NC(C)=O)cc1,-12%,-9%,23%,20%,-3%,7%,-2%,-1%,11%,-9%
CC(C)N1C(=O)CCC1C(=O)NCc1ccc(F)cc1Cl (stereo unspecified),-5%,3%,-7%,0%,4%,-12%,1%,0%,1%,4%
CC1(C)Cc2c(sc3nc(SCC(=O)O)nc(N)c23)CO1,-21%,0%,0%,0%,0%,-18%,-3%,2%,4%,2%
Cc1ccc(S(=O)c2ccc(C)cc2)cc1,0%,0%,10%,2%,-3%,-1%,1%,-13%,-1%,-4%
O=C(Nc1nc2ccccc2s1)c1ccc(N2CCCCC2)c([N+](=O)[O-])c1,10µM*,?,.,-4%,1%,9.5µM*,?,?,-28%,2µM*
CC(=O)N1CCN(c2ccc([N+](=O)[O-])c(NCc3cccnc3)c2)CC1,8%,0%,?,10%,-1%,0%,0%,5%,-14%,-8%
Cc1onc(-c2ccccc2Cl)c1C(=O)NC(=S)NCCc1ccccc1,10µM*,-4%,-13%,-1%,3%,0%,3%,20µM*,-10%,3%
O=C(CN1CC(=O)Oc2ccccc21)OCC(=O)c1ccccc1,-6%,?,-3%,7%,?,2%,-6%,-4%,-5%,0%

# Looked up above.
# O=C(CN1CC(=O)Oc2ccccc21)OCC(=O)c1ccccc1 in RORg inh is listed with -6%
# Cc1nn(-c2ccccc2)c(=O)c2ccccc12 in BRCA1 expr act is listed with -13%
# COc1ccc(C(=O)c2oc3ccccc3c2NC(C)=O)cc1 in Rab9 promoter act is listed with -9%
